Screening results deposited in PubChem by several laboratories.
PKA-R1A act = activators of PKA-R1A holoenzyme, primary screen, biochemical, fluorescence polarization, Cy5-IP20, bovine R1A, mouse PKAc; actives 0.083% (n = 340,000); PKA-R1A dissociation; scaled: DMSO 0%, 113 µM cGMP 100%; activation, % at 11.4 µM; AID 504707, 2011;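 active means percent activation above the mean of all tested compounds plus 3 SD, cut at about 19% in these data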;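 further: higher means more PKAc released from R1A so a rise in polarization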
Mot1-301 SUMO = yeast Mot1-301 growth rescue at high temperature, primary screen, SUMOylation pathway inhibitor project, S. cerevisiae, ATP luminescence, 38.5C | S. cerevisiae Mot1-301 growth rescue; percent above DMSO median, 100 means doubled | growth rescue, % at 18.8 µM | actives 1% (n = 320,000);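 active means every valid replicate shows activation above 250% relative to neutral control wells; inactive means the rest, any valid replicate at or below 250%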;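 further: OY570 slx delta 5 strain wells were the positive control but not used for scaling; some compounds called inactive have numbers as strong as hits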
AddAB inh = growth inhibition of E. coli expressing H. pylori AddAB, primary screen, AddAB inhibitor project, absorbance | inhibition, % at 11.9 µM | actives 0.29% (n = 330,000); in the data active means inhibition above about 12%;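 further: 0% = vehicle wells of infected cells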
phage Ecoli inh = growth loss of phage-infected E. coli, primary screen, RecBCD inhibitor project, absorbance, with phage, HTS; inhibition, % at 11.9 µM; actives 0.26% (n = 360,000); AID 651602, 2012; in the data active means inhibition above about 11%
PfHsp90 yeast 2 = growth inhibition of PfHsp90-expressing yeast, primary screen, antimalarial PfHsp90 inhibitor project, S. cerevisiae, BacTiter-Glo luminescence, single point, set 2. BacTiter-Glo ATP, 48 h; yeast lacking PDR1 and PDR3 efflux regulators. inhibition, % at 9.4 µM. actives 0.32% (n = 310,000). AID 504621, 2011;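 active means every replicate shows inhibition above about 80%, whatever the replicate mean, limit read from the data; inconclusive means mean inhibition reaches the set limit but some replicate falls short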;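 further: 0% = DMSO neutral controls and 100% = 20 µM radicicol positive controls; yeast relying on Plasmodium falciparum Hsp90 in place of its own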
MOR-DOR inv ag = inverse agonists of MOR-DOR heterodimerization, primary screen, cell-based, luminescence; inhibition, % at 9.3 µM; Mu-type opioid receptor (Homo sapiens) + Delta-type opioid receptor (Homo sapiens), …; cell-based MOR-DOR heterodimer luminescence, inverse agonism; actives 0.21% (n = 340,000); AID 504357, 2011; in the data active means inhibition above about 22%, passing the limit was not always enough;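 further: 0% = cells with DMSO and 100% = wells without cells with DMSO; values of inactives mirror those of a sister screen read the other way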
Target sequence (P35372 whole entry, looked up): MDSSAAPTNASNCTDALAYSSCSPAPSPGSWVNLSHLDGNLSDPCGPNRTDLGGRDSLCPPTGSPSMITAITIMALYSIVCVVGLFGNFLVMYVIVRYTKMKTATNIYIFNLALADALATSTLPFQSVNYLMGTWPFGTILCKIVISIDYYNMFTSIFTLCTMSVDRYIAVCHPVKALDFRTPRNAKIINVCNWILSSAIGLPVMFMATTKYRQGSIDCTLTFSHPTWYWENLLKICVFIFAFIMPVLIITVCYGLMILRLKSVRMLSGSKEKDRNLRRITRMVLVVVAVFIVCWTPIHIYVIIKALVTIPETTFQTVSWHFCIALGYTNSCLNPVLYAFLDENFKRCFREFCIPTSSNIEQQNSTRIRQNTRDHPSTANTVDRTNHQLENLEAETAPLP
Target sequence (P41143 whole entry, looked up): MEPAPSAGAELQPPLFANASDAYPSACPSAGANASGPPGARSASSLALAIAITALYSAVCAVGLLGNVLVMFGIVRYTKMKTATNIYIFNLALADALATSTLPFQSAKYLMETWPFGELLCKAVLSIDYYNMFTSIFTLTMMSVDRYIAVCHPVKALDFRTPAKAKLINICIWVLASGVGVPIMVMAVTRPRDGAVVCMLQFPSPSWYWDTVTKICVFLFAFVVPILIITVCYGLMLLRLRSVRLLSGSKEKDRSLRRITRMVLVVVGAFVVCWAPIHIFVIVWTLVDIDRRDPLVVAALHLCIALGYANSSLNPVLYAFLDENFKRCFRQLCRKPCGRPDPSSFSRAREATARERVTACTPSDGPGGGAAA
DSG3 Ab inh = inhibitors of pemphigus antibody binding to DSG3, primary screen, biochemical, bead-based, flow cytometry, scFv-GFP. AID 588358, 2011. binding (percent of control), % at 10 µM. actives 0.48% (n = 310,000). Desmoglein-3 (Homo sapiens), P32926. DSG3-coupled beads, scFv-anti-DSG3-GFP binding; active compounds read low;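 active means binding more than 3 SD below its plate's average and above zero; inconclusive means below that plate limit but binding exactly zero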;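 further: hits lower antibody fragment binding to DSG3; some compounds called inactive have numbers as strong as hits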
Arr AP2 block = inhibitors of beta-arrestin/AP2 binding, primary screen, biochemical, GPCR trafficking, flow cytometry; inhibition, % at 10 µM; FITC-arrestin peptide / GST-AP2 beads; AP2 beta2 appendage carries R879A mutation; beta-arrestin 1 C-terminal peptide binding to AP2 beta2-adaptin appendage (human); actives 0.31% (n = 340,000);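 active means inhibition above a set limit, near 3 SD of compounds lacking own fluorescence, cut at about 54% in these data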;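 further: plate controls were DMSO wells for no effect and 5 µM unlabelled arrestin peptide for full effect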
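Test system: GST-tagged AP2 beta2-adaptin appendage (R879A) on 4 µm glutathione beads; also added: fluorescein-tagged arrestin peptide at 50 nM final; timing: 12 min plus 1 h, RT; signal: flow cytometry, FL1 (488/535 nm); read-out: percent drop in bead-associated FITC signal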
MOR-DOR ag = agonists of OPRM1-OPRD1 heterodimerization, primary screen, cell-based, luminescence. activation, % at 9.3 µM. AID 504326, 2011. cells. actives 0.3% (n = 340,000). Mu-type opioid receptor (Homo sapiens) + Delta-type opioid receptor (Homo sapiens), …; in the data active means activation above about 18%;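 further: 0% = vehicle-treated cells and 100% = reference agonist; values of inactives mirror those of a sister screen read the other way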
Ecoli viability = E. coli V3065 growth inhibition, primary screen, counter-screen for AddAB inhibitor project, absorbance, OD600; inhibition, % at 11.9 µM; 18 h; actives 0.27% (n = 330,000);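 active means inhibition above the campaign's mean inhibition across all tested compounds plus 3 SD, cut at about 9.9% in these data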;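 further: uninfected addAB+ strain grown without phage in ampicillin broth; 0% = DMSO wells and 100% = ciprofloxacin 0.95 µg/ml wells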
Tat export inh = E. coli Tat export inhibitors, primary screen, MC4100, TorA-mCherry reporter, fluorescence, single point; inhibition, % at 10 µM; AID 488895, 2010; actives 0.036% (n = 340,000);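 active means mean replicate inhibition at least 50% and at least half of replicates individually reaching 50%; inconclusive means only one of the two criteria met; inactive means neither criterion met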;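 further: exported cargo escapes ClpAP degradation while cytoplasmic cargo is degraded and loses fluorescence; 0% = median of neutral control wells and 100% = median of NaSCN control wells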
The depositor's hits bear a star; ? = inconclusive; / = not tested or not shown; & = joins results of further samples. The order is random. About 2.8% of those tested had a hit in this group.

SMILES	PKA-R1A act	Mot1-301 SUMO	AddAB inh	phage Ecoli inh	PfHsp90 yeast 2	MOR-DOR inv ag	DSG3 Ab inh	Arr AP2 block	MOR-DOR ag	Ecoli viability	Tat export inh
CCc1ccccc1NC(=O)CN1CCN(CC(=O)Nc2ccc(-c3ccccc3)cc2)CC1	-8.3	-8.2	1.0	1.4	-38.6	-1.6	/	17.1	0.2	3.0	8.3
CCc1ccccc1NC(=O)CSc1nnc(CCNC(=O)OC(C)(C)C)o1	0.0	-1.2	0.9	-0.1	8.1	13.0	/	-2.2	-2.6	-1.0	4.9
Cc1cc(OCC(=O)NCCc2ccc(S(N)(=O)=O)cc2)c2c(C)cc(=O)oc2c1	-12.9	-0.7	-0.5	3.3	14.6	6.2	/	-2.9	-1.2	-0.9	-1.5
O=C(NN1CC(C(=O)OCc2ccc(Cl)cc2Cl)CC1=O)c1ccccc1 (centres undefined)	-3.7	15.6	/	0.0	25.3	-2.8	115.3	7.9	0.7	/	-5.7
COCCCNC(=O)CCc1nc(-c2ccccc2)no1	6.6	7.8	-0.5	0.8	20.4	-2.5	107.1	4.9	0.4	-2.2	-0.9
COc1ccc(CCNC(=O)c2ccc(OC)c(OC)c2)cc1OC	-6.9	-2.7	1.2	0.4	-18.6	-0.8	101.1	11.5	0.2	-0.9	2.7
CN1CCN(Cc2nc(Cc3cccc(F)c3)no2)CC1c1ccccc1 (centres undefined)	2.4	0.5	0.4	3.3	-15.8	11.6	100.5	-8.1	-2.5	0.0	10.3
O=C(COC(=O)c1ccccc1Cl)Nc1cccnc1Cl	3.3	/	1.8	0.0	-15.1	-0.1	101.8	36.6	0.0	-4.0	-0.3
CCOc1ccc(NC(=O)CN(C)C(=O)CCCc2nc3ccccc3c(=O)[nH]2)cc1OCC	-1.2	9.8	1.7	1.3	/	24.1	101.2	5.1	-4.5	0.3	4.1
Cc1ccn2c(=O)nc(SCC(=O)N3CCN(c4ccccc4)CC3)nc2c1	-13.8	83.9	0.1	2.7	/	15.3	102.0	-13.5	-2.9	-0.8	-1.8
Cc1sc2ncnc(Sc3ccccc3C(=O)Nc3ccc(Br)cc3)c2c1C	-12.4	-6.0	2.1	1.4	-3.4	-22.5	104.4	-10.2	4.0	0.3	4.8
NC(=O)c1ccccc1NC(=O)Nc1cccc(Cl)c1	2.9	-5.9	0.8	2.3	16.6	-2.7	104.1	-6.7	0.5	-1.7	-1.9
O=C(COc1ccccc1)Nn1cnc2ccccc21	-2.5	-12.6	-2.1	1.7	9.7	2.1	104.5	14.2	-0.4	-0.2	-1.6
N#Cc1c(N)nc(SCc2ccccc2)c(C#N)c1-c1ccco1	3.1	4.1	3.6	0.9	22.5	-15.7	82.3	-12.7	2.8	2.2	5.2
COCc1cc(C)nc(N/N=C/c2ccc(Cl)c(Cl)c2)c1C#N	5.1	-1.1	2.8	2.9	5.3	-1.5	100.8	20.9	0.2	0.7	-12.0
CC1CCN(C(=O)Oc2ccccc2)CC1	-2.6	81.2	-1.7	5.1	10.8	6.7	112.5	20.5	-1.4	1.1	-4.8
O=C(O)c1ccc(NC(=O)c2ccccc2NC(=O)c2ccccc2Br)cc1	-5.9	136.6	1.9	-0.8	-1.4	10.8	102.6	16.1	-2.2	1.7	-3.3
Cc1ccccc1Oc1ccc(-c2nc(N)nc(N)n2)cc1	-4.9	-14.6	1.1	1.6	-9.1	0.7	/	19.4	-0.1	2.0	0.8
COc1ccc(NC(=O)C(CCS(C)(=O)=O)NC(C)=O)cc1 (centres undefined)	6.9	4.2	3.1	2.1	-26.2	16.3	105.9	-9.6	-3.7	1.1	3.3
CC1CCCN(C(=O)c2cc3c(-c4ccc(Cl)cc4)nn(C)c3s2)C1 (centres undefined)	1.4	15.4	-0.6	3.9	-17.6	-6.5	107.8	-0.3	1.3	-4.0	5.4
O=C(Nc1ccnn1C1CCN(C(=O)c2cc(Cl)ccc2F)CC1)C1CCOC1 (centres undefined)	-7.0	38.1	3.2	0.6	-21.9	0.7	101.3	41.9	-0.1	0.2	-0.1
CC(C)CCN1CCN(Cc2cn[nH]c2C2CCCCC2)CC1CCO (centres undefined)	1.7	-1.0	-0.4	1.9	/	9.0	107.2	-2.9	-1.9	-2.7	-1.0
O=C(OCC(=O)N1CCN(C(=O)c2ccco2)CC1)c1sc2ccccc2c1Cl	-2.5	282.4	-0.4	0.9	-4.2	5.1	96.8	-8.8	-0.9	0.4	-4.8
COc1ccc(CN2CCOCCOCCOCCOCC2)cc1	-9.7	5.1	0.2	0.8	-6.9	15.0	/	-3.3	-3.1	0.6	0.7
Cc1cccc(NC(=O)C2CCCN(S(=O)(=O)c3ccc4c(c3)oc(=O)n4C)C2)c1 (centres undefined)	-10.0	60.0	-1.4	0.0	-1.2	16.4	100.4	0.1	-3.0	2.1	-6.9
CNC(=O)COC(=O)/C=C/c1ccco1	-13.5	2.7	2.2	4.7	8.4	6.4	100.3	-9.6	-1.4	-0.3	15.4
Cc1cc(NC(=O)CSc2cn(CCNC(=O)c3ccc(F)cc3)c3ccccc23)no1	-9.3	0.6	-0.5	-0.8	1.0	3.8	100.2	15.2	-0.8	0.7	2.3
OC(C#Cc1ccccn1)c1cccs1 (centres undefined)	5.5	406.7	-2.2	2.5	-8.8	23.7	101.3	99.1*	-4.0	0.7	-5.2
Fc1ccc(C2CC(c3ccco3)=NN2c2ccccc2)cc1 (centres undefined)	-3.5	11.8	5.3	3.7	-0.9	-19.4	/	-17.8	3.2	-1.5	-3.8
O=S(=O)(c1ccc(OCC(O)CNC23CC4CC(CC(C4)C2)C3)c(Cl)c1)N1CCOCC1 (centres undefined)	-4.4	-10.3	-0.3	1.8	/	-1.6	115.7	-9.8	0.3	0.3	6.2
O=C(Nc1ccccc1C(=O)NCCc1ccccc1)c1ccco1	-4.5	-6.1	3.8	2.9	-18.3	3.1	101.2	-9.7	-0.7	0.7	2.9
CNC(=O)COc1ncnc2sc(C)c(C)c12	-7.3	-4.6	2.9	3.0	/	13.2	102.4	-2.2	-2.7	1.3	-2.8
Clc1ccc(CNC2CCN(Cc3ccccc3)CC2)cc1	5.9	6.7	3.1	2.4	10.6	3.9	113.2	7.0	-0.8	-2.4	-3.0
O=C(O)CCCC(=O)Nc1nc(-c2ccccc2)cs1	-10.6	2.1	3.4	2.6	-16.5	9.6	102.0	-3.3	-2.3	-0.6	0.8
CCCCCCCCCC(=O)N/N=C/c1ccc(C)s1	-4.9	-0.4	0.6	3.5	/	1.0	/	-1.6	-0.2	0.7	5.2
CC(C)C(NC(=O)c1ccc(F)cc1)C(=O)OCC(=O)N1CC(=O)Nc2ccccc21 (centres undefined)	-3.7	-2.3	-1.5	1.0	3.6	-0.5	102.2	-0.1	0.1	-1.0	-5.2

Taken from above for reference:
SMILES	PKA-R1A act	Mot1-301 SUMO	AddAB inh	phage Ecoli inh	PfHsp90 yeast 2	MOR-DOR inv ag	DSG3 Ab inh	Arr AP2 block	MOR-DOR ag	Ecoli viability	Tat export inh
CCCCCCCCCC(=O)N/N=C/c1ccc(C)s1	-4.9	-0.4	0.6	3.5	/	1.0	/	-1.6	-0.2	0.7	5.2
CC(C)C(NC(=O)c1ccc(F)cc1)C(=O)OCC(=O)N1CC(=O)Nc2ccccc21 (centres undefined)	-3.7	-2.3	-1.5	1.0	3.6	-0.5	102.2	-0.1	0.1	-1.0	-5.2

(listing goes on)
SMILES	PKA-R1A act	Mot1-301 SUMO	AddAB inh	phage Ecoli inh	PfHsp90 yeast 2	MOR-DOR inv ag	DSG3 Ab inh	Arr AP2 block	MOR-DOR ag	Ecoli viability	Tat export inh
CCOC(=O)C1=C(C)NC2=C(C(=O)CC(C)(C)C2)C1c1cccc(C)n1 (centres undefined)	10.8	6.9	0.8	-1.6	28.8	12.0	96.5	2.8	-2.3	-1.4	-9.5
C#CCOCCOCCOCCNc1nc(N2CCN(C(=O)Cn3cc(CC(C)O)nn3)CC2)nc(N2CCN(C(=O)[C@H](CCCCN)n3cc(CCCC)nn3)CC2)n1 (some centres undefined)	3.3	/	/	-1.8	-36.5	6.4	107.3	4.9	-1.4	/	?
COc1ccccc1N1CCN(c2nccc(C)n2)CC1	4.5	13.0	2.7	4.1	16.6	7.9	99.4	-0.6	-1.7	-2.8	3.6
NC(=O)CSc1nnc2ccc(-c3ccco3)nn12	-12.0	18.7	0.8	1.4	28.1	4.6	100.2	9.0	-0.9	2.3	-0.9
CC1(C)CC(=O)C=C(NNC(=O)C2CCCCC2)C1	-13.5	-10.8	2.6	0.9	-105.5	14.0	109.3	-0.4	-2.6	-1.1	3.3
Oc1ccccc1C1SC(c2ccccc2O)SC(c2ccccc2O)S1 (centres undefined)	3.0	/	/	3.5	/	-114.6	99.4	-9.7	21.7*	/	10.7
CS(=O)(=O)c1cccc(NC(=O)C2CC2)c1	0.0	4.9	4.7	4.1	-1.6	9.0	97.9	-6.3	-1.2	-0.5	-0.2
O=C(Nc1nnc(Cc2ccccc2)s1)c1cnccn1	-4.0	-5.6	0.9	3.7	13.3	5.7	99.5	-15.5	-1.2	0.5	1.1
COc1ccc(CC(=O)NNC(=O)COc2ccc(F)cc2)cc1S(=O)(=O)N1CCOCC1	-3.4	-11.4	0.7	3.2	1.5	0.4	97.2	3.8	-0.1	3.1	-2.2
N#C/C(=C\c1cccs1)C(=O)NCc1ccccc1	-14.0	589.7	0.2	2.8	-12.0	-5.3	91.7	-7.6	0.8	-0.4	-11.8
O=C1COc2ccc(S(=O)(=O)Nc3ccc(F)cc3)cc2N1	-9.6	/	3.7	2.6	7.4	-5.2	96.2	-4.5	1.0	0.2	4.4
CCN=C1SC(CC(=O)Nc2ccccc2)C(=O)N1CC (centres undefined)	-8.0&-1.6	-12.6	0.5	-0.4&-1.1	-4.2&12.5	7.0&14.3	97.4&87.9	-4.0&3.6	-1.4&-2.4	-0.1	0.1&3.8
O=C(O)CSCC(=O)N1CCN(c2ncnc3scc(-c4ccccc4)c23)CC1	2.5	258.2	6.3	2.2	-15.7	3.0	90.2	14.3	-0.5	-0.8	3.7
COc1ccc(CCOC(=O)c2ccc(N)c([N+](=O)[O-])c2)cc1	-10.0	3.0	1.3	1.7	12.6	-35.3	97.2	4.7	6.8	2.3	5.7
